PostGolgi ctrl: growth inhibition of yeast control strain, primary screen, counter-screen for post-Golgi transport modulator project | efflux-deficient yeast background strain, growth absorbance A615, 16 h | inhibition, % at 10 µM | actives 5% (n = 98,000) | AID 738, 2007
sEH activator: soluble epoxide hydrolase activators, primary screen, biochemical, human sEH. Bifunctional epoxide hydrolase 2 (Homo sapiens), P34913. purified human sEH enzymatic activity, activator screen. activation, % at 2 µM. actives 0.04% (n = 91,000); in the data active = activation above about 37%; also: values of inactives mirror those of a sister screen read the other way
CYP2C19 inh: blockers of cytochrome P450 2C19 activity – biochemical, luminescence, ADME assay, primary screen; CYP2C19 Supersomes, luciferin-H EGE luminescence, 30 min; inhibition, % at 5 µM; actives 21% (n = 96,000); AID 778, 2007;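 active = CYP2C19 inhibition above a set limit at 5 µM in the primary screen, cut at about 50% in these data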;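 also: plate controls were negative control wells for no effect and 2.5 mM tranylcypromine positive control for full effect; values of inactives mirror those of a sister screen read the other way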
Target sequence (P33261 whole entry, looked up): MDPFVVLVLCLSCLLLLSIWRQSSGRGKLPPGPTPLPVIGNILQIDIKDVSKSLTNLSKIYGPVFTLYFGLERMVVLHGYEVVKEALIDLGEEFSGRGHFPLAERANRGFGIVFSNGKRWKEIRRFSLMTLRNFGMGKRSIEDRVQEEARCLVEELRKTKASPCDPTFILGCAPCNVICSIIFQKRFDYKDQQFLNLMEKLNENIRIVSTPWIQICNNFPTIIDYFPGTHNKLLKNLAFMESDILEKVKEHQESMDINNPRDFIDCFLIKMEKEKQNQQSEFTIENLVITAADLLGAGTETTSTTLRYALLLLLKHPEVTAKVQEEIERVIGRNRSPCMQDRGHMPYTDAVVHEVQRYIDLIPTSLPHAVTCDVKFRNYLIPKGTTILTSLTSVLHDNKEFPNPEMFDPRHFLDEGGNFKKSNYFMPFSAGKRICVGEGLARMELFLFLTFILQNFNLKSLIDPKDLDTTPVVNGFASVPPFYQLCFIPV
CYP2C19 activ: human CYP2C19 activators, primary screen, biochemical, luminescence. recombinant CYP2C19, luciferin-H EGE luminescence; active compounds read high; 0 = fully inhibited enzyme, 1 = untreated enzyme. activation factor at 5 µM. 96,000 tested, under 10 active. AID 1025, 2008;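 active = activation factor of at least 2 at 5 µM in the primary screen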;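 also: 0 = wells with 2.5 mM tranylcypromine and 1 = vehicle-only wells; values of inactives mirror those of a sister screen read the other way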
hDAT+cocaine: changed hDAT dopamine uptake under cocaine IC80, either direction, primary screen, cocaine antagonist project, cell-based, LLC-PK1 hDAT, [14C]-dopamine uptake, MLSMR; LLC-PK1 hDAT cells, [14C]-dopamine uptake with cocaine IC80; actives deviate in either direction; Sodium-dependent dopamine transporter (Homo sapiens), Q01959; actives 1.3% (n = 110,000); B-score at 10 µM; AID 449768, 2010;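 active = Z score or B-score, a plate-position-corrected score, falls beyond the plate's 99.7% confidence bounds, in either direction; inactive = both scores lie inside the 99.7% bounds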;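 also: scored against the spread of the other compound wells on the same plate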
sEH inhibitor: soluble epoxide hydrolase inhibitors, primary screen, biochemical, human sEH; inhibition, % at 2 µM; AID 707, 2007; recombinant human sEH enzymatic activity assay; Bifunctional epoxide hydrolase 2 (Homo sapiens), P34913; actives 0.34% (n = 91,000); in the data active = inhibition above about 80%; also: values of inactives mirror those of a sister screen read the other way; many of its hits are not listed in these tables
S1P2 agonist: S1P2 receptor agonists, primary screen, cell-based. S1P2-expressing cell line, agonist reporter read-out. Sphingosine 1-phosphate receptor 2 (Homo sapiens), O95136. activation, % at 4.5 µM. actives 0.46% (n = 97,000); in the data active = activation above about 16%;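 also: 0% = vehicle low control and 100% = maximal reference agonist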
Target sequence (O95136 whole entry, looked up): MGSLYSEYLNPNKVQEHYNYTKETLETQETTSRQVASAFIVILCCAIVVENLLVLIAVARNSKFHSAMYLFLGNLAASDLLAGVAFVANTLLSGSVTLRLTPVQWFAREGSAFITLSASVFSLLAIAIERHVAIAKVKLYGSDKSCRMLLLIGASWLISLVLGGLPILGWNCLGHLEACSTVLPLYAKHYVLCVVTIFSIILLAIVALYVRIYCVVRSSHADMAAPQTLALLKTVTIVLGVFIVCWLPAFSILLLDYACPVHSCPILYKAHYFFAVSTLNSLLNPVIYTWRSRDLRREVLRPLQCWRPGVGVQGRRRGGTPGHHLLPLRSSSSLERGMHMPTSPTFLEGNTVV
PostGolgi yeast: phenotypic screen on post-Golgi transport, primary screen; inhibition, % at 10 µM; post-Golgi transport phenotypic cell assay; actives 0.9% (n = 98,000);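 also: yeast cells grown in 1536-well plates; yeast grown about 18 h at 30C before absorbance read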
S1P2 antag: human S1P2 receptor antagonists, primary screen, cell-based; Sphingosine 1-phosphate receptor 2 (Homo sapiens), O95136; cell-based S1P2 antagonist assay, inhibition at 5 uM; inhibition, % at 5 µM; actives 0.21% (n = 97,000); in the data active = inhibition above about 45%;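 also: CRE beta-lactamase reporter cells expressing human S1P2 stimulated with S1P; 0% = agonist at EC80 alone and 100% = agonist plus reference antagonist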
* = called active by the depositor; / = not tested or not shown. Rule as the data show it, unless noted: active = inhibition above about 30%; inactive = the rest. No enrichment for hits. About 24% of those tested had a hit in this group.

SMILES	PostGolgi ctrl	sEH activator	CYP2C19 inh	CYP2C19 activ	hDAT+cocaine	sEH inhibitor	S1P2 agonist	PostGolgi yeast	S1P2 antag
CCSc1n[nH]c2nc3c(c(=O)n12)C1(CCCC1)Cc1ccccc1-3	20	1	17	0.8	-0.11	3	-5	4	0
O=C(CCc1ccccc1)Nc1ccc(F)cc1F	7	0	60*	0.4	-0.016	-2	-4	4	6
Cc1ccc(C)c(N(CC(N)=O)S(C)(=O)=O)c1	16	-4	-7	1.1	-0.015	4	-8	-3	-7
CCOC(=O)N1CCN(C(=O)CS(=O)Cc2nc(-c3cccc(C)c3)oc2C)CC1 (centres undefined)	-1	/	19	0.8	0.16	/	-1	8	7
CC(=O)c1cccc(NC(=O)Nc2ccc(C)cc2)c1	0	-50	-13	1.1	-0.0086	48	-6	1	8
CC(C)Oc1ccc(C(=O)Nc2ccc(N3CCCC3)cc2)cc1	-7	3	19	0.8	-1.2	-4	-4	-9	-4
COc1ccc(S(=O)(=O)N(C)CC(=O)N2CCN(c3ccc(F)cc3)CC2)cc1OC	3	-6	11	0.9	0.19	7	-5	-7	3
c1ccc(-n2cnnc2SCc2nc3ccccc3s2)cc1	-1	-5	39	0.6	0.68	5	0	-5	15
Cc1ccc(SC(C)c2nc(-c3ccccc3)no2)cc1 (centres undefined)	14	19	90*	0.1	0.019	-16	1	-6	-15
Nc1ccc(C(O)(C(F)(F)F)C(F)(F)F)cc1	7	-2	-4	1	-1.8	2	-8	-2	-2
CCc1nnc(NC(=O)C(NS(=O)(=O)c2ccc3c(c2)OCCO3)C(C)C)s1 (centres undefined)	-2	11	95*	0.1	-0.26	-10	-3	0	26
COc1ccccc1C(=O)NC(=Nc1nc2ccccc2o1)NC(=O)c1ccccc1OC	25	-4	65*	0.3	-0.79	9	-8	-5	14
CC(C)CCNC(=O)NC(=O)CN1C(=O)NC2(CCCCC2)C1=O	7	6	/	/	0.71	-8	-4	0	11
Cn1c(=O)c2c(nc(SCC(=O)NCc3ccc4c(c3)OCO4)n2Cc2ccccc2)n(C)c1=O	0	6	12	0.9	1.3	-5	-1	2	7
Cc1cccc(OC(=O)CN2C(=O)C3C4CCC(C4)C3C2=O)c1C (centres undefined)	3	1	30	0.7	0.92	0	0	-3	0
CCC(=O)c1ccc(N2CCN(C(=O)c3cc([N+](=O)[O-])ccc3N3CCN(C)CC3)CC2)c(F)c1	4	8	16	0.8	0.31	-6	-2	-4	-11
CC(C)C(NC(=O)/C=C/c1ccc(F)cc1)C(C)C	3	2	6	0.9	0.32	1	-4	-5	14
O=C(c1ccccc1)N(c1ccccc1)C1C=CS(=O)(=O)C1 (centres undefined)	0	-1	25	0.7	-0.12	-1	-1	5	1
O=C(NCc1cccs1)c1cc2ccccc2o1	3	14	56*	0.4	0.2	-13	-13	4	14
CCN(CC)S(=O)(=O)c1cccc(C(=O)NC(C(=O)Nc2nnc(C3CC3)s2)C(C)C)c1 (centres undefined)	-3	/	47	0.5	1.2	/	/	-1	/
COc1ccc(-n2c(Cc3ccccc3)nnc2SCC(=O)N2CCCc3ccccc32)cc1	/	5	/	/	0.85	1	-3	/	-13
COCC(C)n1c(C)cc(C(=O)COC(=O)c2nc3nc(C)cc(C)n3n2)c1C (centres undefined)	33*	-2	8	0.9	-0.62	4	-5	8	22
CCOC(=O)CSC1=C(C#N)C(c2ccccc2OCC)C(C#N)C(=O)N1 (centres undefined)	4	-3	83*	0.2	0.62	3	-2	2	-3
Cn1c(=O)[nH]c(=O)c2c1nc(N1CCCCCC1)n2CC(N)=O	/	-7	/	/	-0.0016	10	-4	/	2
N/C(=N\OC(=O)Cc1ccc(-c2ccccc2)cc1)c1ccccn1	/	-22	/	/	-0.57	22	-7	/	-12
CN(C)S(=O)(=O)c1ccc(C(=O)Nc2nc(-c3cccs3)cs2)cc1	-3	/	2	1	-0.76	/	-5	3	2
CCCOc1ccc(C(=O)Nc2ccc(N3CCN(C(C)=O)CC3)cc2)cc1	3	1	/	/	0.2	-3	-1	-4	-9
COc1ccc2c(c1)CC/C(=C\c1ccc(OC)c(Cn3cccn3)c1)C2=O	25	-1	97*	0	-0.36	-1	-4	1	-30
CCCn1c(SCC(=O)NCc2ccco2)nc2c1c(=O)n(C)c(=O)n2C	3	8	-8	1.1	-1.1	-10	-5	6	6
Cn1c(=O)n(C)c2cc(S(=O)(=O)N3CCOCC3)ccc21	3	16	-9	1.1	-1.2	-14	-2	5	5
COc1ccc(NC(=O)CSc2nc3ccccc3c(=O)n2CCNC(C)=O)cc1	2	11	94*	0.1	-0.23	-11	-5	-10	-12
O=C(CC1CCCCC1)Nc1c2c(nn1-c1ccc(F)cc1)CS(=O)(=O)C2	5	-11	5	0.9	-0.096	12	-3	5	-2
CN(C(=O)COc1nnc(-c2cccs2)c(-c2cccs2)n1)c1ccccc1	11	-2	76*	0.2	1.1	2	-5	-2	-15
COc1ccc(OCC(=O)N2CCOCC2)cc1	7	15	27	0.7	-0.034	-14	0	0	19
CC(OC(=O)c1cccs1)C(=O)NCC1CCCO1 (centres undefined)	0	/	51*	0.5	-0.028	/	/	2	/
CC(=O)c1c(C)[nH]c(C(=O)OCc2nnc(-c3ccccc3)o2)c1C	5	-1	38	0.6	0.14	-1	-3	-6	13
CCOC(=O)C1C(=O)NC(N2CCOCC2)=NC1c1ccco1 (centres undefined)	8	-2	-24	1.2	-0.025	2	-2	0	-1
N#CC1=C(N)Oc2n[nH]c(-c3cccs3)c2C1c1cccnc1 (centres undefined)	-9	-4	70*	0.3	0.7	2	-5	1	-6
CCS(=O)(=O)Nc1cccc(C(=O)CC2(O)C(=O)Nc3ccccc32)c1 (centres undefined)	13	3	-6	1.1	-0.081	-1	-6	-2	-10
Cc1cc(C)nc(NS(=O)(=O)c2ccc(NC(=O)CCC3COc4ccccc4O3)cc2)n1 (centres undefined)	-3	-2	21	0.8	0.58	4	-3	3	11
O=C(O)C1CC=CCC1C(=O)Nc1cccc(Cl)c1 (centres undefined)	-9	9	4	1	-0.17	-10	-6	5	-15
Cc1occc1-c1nnc(SCC(=O)N2CCOCC2)o1	5	8	0	1	0.19	-8	-6	15	11
CC(C)(C)S(=O)(=O)c1cnc2c(-c3ccc(Cl)cc3)cnn2c1N	34*	0	-5	1	-0.058	0	-4	4	9
Cc1cc(C)cc(NC(=O)c2nccnc2C(=O)O)c1	4	7	18	0.8	-0.52	-10	-2	-6	3
O=C(O)CCCCCNS(=O)(=O)c1ccc(Cl)cc1	8	-5	-20	1.2	-0.81	7	-8	-3	8
CC(C)OC(=O)CSc1nc2c(c(C3CC=CCC3)c1C#N)CCC2 (centres undefined)	-4	-13	16	0.8	-0.0057	10	-4	-4	-7
COc1ccc(COC(=O)NNC(=O)c2ccccc2Cl)cc1	6	-7	72*	0.3	0.024	6	-1	13	-1
CCc1nc(N2CCCC2)c(C#N)c2c1CCCC2	5	14	24	0.8	-0.17	-14	-3	-10	-5
Cc1occc1-c1nnc(SCC(=O)N2CCOCC2)n1Cc1ccco1	13	/	-13	1.1	-0.47	/	/	7	/
CC(C)(C)C(=O)Nc1ccc(Oc2ccc3c(c2)C(=O)N(c2ccc(O)cc2)C3=O)cc1	-9	-20	32	0.7	0.65	19	-1	-8	2
CC(=O)N1CCc2cc(S(=O)(=O)NC(C(=O)NC3CCCc4ccccc43)C(C)C)ccc21 (centres undefined)	1	/	6	0.9	-0.37	/	/	-4	/
CC1CCN(S(=O)(=O)c2ccc3c(c2)oc(=O)n3CC(=O)N2c3ccccc3CC2C)CC1 (centres undefined)	4	-13	46	0.5	/	13	-4	-7	-12
CCOc1cc(C)c(Cl)cc1S(=O)(=O)n1nnc2ccccc21	-3	-2	66*	0.3	0.23	6	-3	4	-38
NC(=O)c1ccsc1NC(=O)CN1C(=O)C2CC=CCC2C1=O (centres undefined)	3	16	16	0.8	-0.17	-14	-1	0	-8
C=CCn1c(SCc2ccccc2C#N)nnc1-c1cc(Br)ccc1O	52*	-4	99*	0	0.07	4	-9	-8	-7
CCOc1cc(Br)ccc1S(=O)(=O)N1CC(C)OC(C)C1 (centres undefined)	10	1	11	0.9	0.19	-3	-8	13	9
COc1cccc(C(=O)Nc2c(C)n[nH]c2C)c1	-7	1	10	0.9	-0.45	2	-1	3	4
CC(C)(C)c1ccc(OCC(=O)NNC(=O)Cc2cccs2)cc1	3	0	-8	1.1	/	2	-2	-2	2
Cc1ccc(C2(C(F)(F)F)NC(=O)N3CCN=C3S2)cc1 (centres undefined)	-4	-4	76*	0.2	-1.4	3	-2	-1	-2
COc1cc(C)ccc1OCCCOc1ccccc1Br	-8	-3	26	0.7	/	5	-1	-5	-13

Additional entries.
SMILES	PostGolgi ctrl	sEH activator	CYP2C19 inh	CYP2C19 activ	hDAT+cocaine	sEH inhibitor	S1P2 agonist	PostGolgi yeast	S1P2 antag
O=C(CSC1=NS(=O)(=O)c2ccccc21)Nc1ccccc1	-2	-3	53*	0.5	-0.11	3	-6	-10	9
CCOC(=O)c1[nH]c(C)c(C(=O)NCc2ccc(OC)cc2)c1C	2	2	32	0.7	1	-4	-3	-7	6
CSC1=C(C#N)C(c2ccc3c(c2)OCO3)C2=C(CCCC2=O)N1 (centres undefined)	/	3	/	/	0.016	-2	-5	/	-9
CC1CN(Cc2nc3c(c(=O)n(C)c(=O)n3C)n2CCCO)CC(C)O1 (centres undefined)	-4	/	16	0.8	-0.48	/	-7	3	2
O=C(CSc1nnc(-c2ccco2)n1Cc1ccco1)NCc1cccs1	11	-12	51*	0.5	1	14	-8	2	2
COCCn1c(SCC(=O)NCc2ccc3c(c2)OCO3)nnc1-c1c[nH]c2ccccc12	-11	/	59*	0.4	0.25	/	-6	6	4
N#CC1=C(N)Oc2ccccc2C12C(=O)Nc1n[nH]c(-c3ccccc3)c12 (centres undefined)	15	5	-23	1.2	1.9	0	-4	1	14
CCOC(=O)C1C(=O)NC(c2ccccc2)=NC1c1ccccc1 (centres undefined)	4	-6	31	0.7	0.45	8	0	16	9
COc1ccccc1OCC(=O)NNC(=O)c1cnccn1	-2	3	8	0.9	/	-1	-1	0	-3
O=C(Nc1ccc(Cl)c(Cl)c1)c1csc(-c2ccccc2)n1	1	-9	-10	1.1	/	8	-17	4	20
CCOc1ccc(C(=O)Nc2cc(C)c3c(=O)oc4ccccc4c3n2)cc1	-2	2	18	0.8	-0.53	1	-3	-8	6
CC(NC(=O)CSc1nc2c(c(C(F)(F)F)n1)CCc1ccccc1-2)c1ccccc1 (centres undefined)	/	6	/	/	0.84	-1	-3	/	19
Cn1ccnc1SCC(=O)Nc1cccc(C(F)(F)F)c1	-2	/	87*	0.1	0.053	/	/	-2	/

4 successive entries already listed:
SMILES	PostGolgi ctrl	sEH activator	CYP2C19 inh	CYP2C19 activ	hDAT+cocaine	sEH inhibitor	S1P2 agonist	PostGolgi yeast	S1P2 antag
O=C(Nc1ccc(Cl)c(Cl)c1)c1csc(-c2ccccc2)n1	1	-9	-10	1.1	/	8	-17	4	20
CCOc1ccc(C(=O)Nc2cc(C)c3c(=O)oc4ccccc4c3n2)cc1	-2	2	18	0.8	-0.53	1	-3	-8	6
CC(NC(=O)CSc1nc2c(c(C(F)(F)F)n1)CCc1ccccc1-2)c1ccccc1 (centres undefined)	/	6	/	/	0.84	-1	-3	/	19
Cn1ccnc1SCC(=O)Nc1cccc(C(F)(F)F)c1	-2	/	87*	0.1	0.053	/	/	-2	/

Screening results as filed in PubChem.
